Screening results: PubChem BioAssay, several laboratories
Mtb FBA inh = inhibits M. tuberculosis FBA enzyme | 2.3% of 360,000 active | inhibition, % at 1 µM | purified M. tuberculosis FBA, fluorescence read-out | P9WQA3; in the data active = inhibition above about 27%;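 also: 0% = vehicle and 100% = reference inhibitor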
FadD28 binding = inhibitors of Mycobacterium tuberculosis FadD28 bisubstrate binding; AID 588549; FadD28 bisubstrate probe binding, fluorescence polarization; inhibition, % at 12.5 µM; 0.22% of 360,000 active; in the data active = inhibition above about 8.5%, passing the limit was not always enough; inconclusive = no clear call, values can overlap the other calls
MazF activator = increases E. coli MazEF RNase cleavage of RNA | P0AE70 | FAM/BHQ RNA-DNA oligo cleavage fluorescence, 5 h | activation, % at 20 µM | 0.32% of 350,000 active | AID 504720; in the data active = activation above about 50%
Target sequence (P0AE70 whole entry, looked up): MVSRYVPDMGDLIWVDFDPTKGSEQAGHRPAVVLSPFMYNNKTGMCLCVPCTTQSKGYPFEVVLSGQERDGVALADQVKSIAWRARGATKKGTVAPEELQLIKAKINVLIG
Mtb UGM inh = inhibitors of M. tuberculosis UDP-galactopyranose mutase | AID 504406 | inhibition, % at 10 µM | 0.06% of 320,000 active | purified UGM, fluorescence polarization probe displacement | P9WIQ1; in the data active = inhibition above about 10%, passing the limit was not always enough; inconclusive = no clear call, values can overlap the other calls
Target sequence (P9WIQ1 whole entry, looked up): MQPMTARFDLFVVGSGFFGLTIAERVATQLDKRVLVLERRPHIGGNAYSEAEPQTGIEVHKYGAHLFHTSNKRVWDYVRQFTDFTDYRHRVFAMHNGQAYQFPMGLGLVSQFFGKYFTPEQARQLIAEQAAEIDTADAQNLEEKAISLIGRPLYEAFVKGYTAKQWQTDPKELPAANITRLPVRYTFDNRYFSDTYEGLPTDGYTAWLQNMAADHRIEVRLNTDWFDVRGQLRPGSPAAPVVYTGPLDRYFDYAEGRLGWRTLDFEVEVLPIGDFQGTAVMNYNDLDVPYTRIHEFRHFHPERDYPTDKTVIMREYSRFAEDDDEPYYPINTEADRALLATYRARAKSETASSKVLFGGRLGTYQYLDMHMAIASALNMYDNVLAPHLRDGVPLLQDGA
CCHF vOTU inh = CCHFV vOTU protease inhibition; 0.55% of 370,000 active; inhibition, % at 11.5 µM; AID 651958; Pep-AMC fluorescence; also: 0% = vehicle wells with enzyme and 100% = no enzyme wells
Rv3671c protease = inhibits the M. tuberculosis serine protease Rv3671c | AID 2606 | P9WHR9 | 0.048% of 320,000 active | inhibition, % at 5.96 µM; in the data active = inhibition above about 38%;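 also: extracellular domain of Rv3671c used as enzyme; 0% = enzyme with DMSO and 100% = no enzyme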
Target sequence (P9WHR9 whole entry, looked up, the tested form may be a part): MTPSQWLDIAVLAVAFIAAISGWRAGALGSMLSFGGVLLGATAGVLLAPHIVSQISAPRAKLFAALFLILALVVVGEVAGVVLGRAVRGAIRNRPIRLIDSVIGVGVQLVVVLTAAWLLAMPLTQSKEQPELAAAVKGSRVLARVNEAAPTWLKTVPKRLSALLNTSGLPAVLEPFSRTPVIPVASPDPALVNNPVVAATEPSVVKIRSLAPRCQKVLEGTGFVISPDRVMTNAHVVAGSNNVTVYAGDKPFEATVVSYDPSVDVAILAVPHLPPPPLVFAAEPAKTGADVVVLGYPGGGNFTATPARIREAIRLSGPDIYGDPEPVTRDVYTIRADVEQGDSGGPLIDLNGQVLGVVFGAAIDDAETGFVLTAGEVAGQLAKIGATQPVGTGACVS
BioA inh = inhibitors of Mycobacterium tuberculosis BioA enzyme | inhibition, % at 9.99 µM | purified M. tuberculosis BioA enzyme, plate reader | AID 602481 | 0.096% of 360,000 active; in the data active = inhibition above about 40%; inconclusive = no clear call, values can overlap the other calls
GDH-TPI counter = counter-screen for M. tuberculosis FBA inhibitors: GDH-TPI coupled enzymes. GDH-TPI coupled enzyme counterscreen, NADH absorbance. inhibition, % at 4.8 µM. 1.2% of 360,000 active;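 also: 0% = DMSO wells and 100% = wells lacking the enzyme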
DUSP3 inh = inhibitors of human VHR1 phosphatase (DUSP3). P51452. recombinant VHR phosphatase, pNPP absorbance. inhibition, % at 13.3 µM. 0.52% of 290,000 active. AID 1654; in the data active = inhibition above about 50%; also: some compounds called inactive have numbers as strong as hits
Target sequence (P51452 whole entry, looked up): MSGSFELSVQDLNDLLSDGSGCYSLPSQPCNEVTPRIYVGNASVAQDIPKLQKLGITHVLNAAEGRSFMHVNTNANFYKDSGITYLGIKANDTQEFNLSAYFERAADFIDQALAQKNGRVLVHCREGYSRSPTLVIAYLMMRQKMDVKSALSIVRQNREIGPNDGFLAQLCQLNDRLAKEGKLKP
BoNT F protease = BoNT F light chain protease inhibition; Multiplex microsphere protease cleavage assay, flow cytometry; inhibition, % at 10 µM; 0.22% of 360,000 active; in the data active = inhibition above about 35%, passing the limit was not always enough; inconclusive = no clear call, values can overlap the other calls; also: plate controls were buffer without enzyme for full effect and enzyme alone for no effect
Starred values were filed as active, the others as inactive; ? = inconclusive; . = not tested or not shown; + = active, no number; & = joins results of further samples. Rule as the data show it, unless noted: active = inhibition above about 30%; inactive = the rest.

SMILES | Mtb FBA inh | FadD28 binding | MazF activator | Mtb UGM inh | CCHF vOTU inh | Rv3671c protease | BioA inh | GDH-TPI counter | DUSP3 inh | BoNT F protease
O=C(Nc1ccc2c(c1)OCO2)c1nn(-c2ccccc2)c(=O)c2ccccc12 | -2 | 0.4 | 9 | 0.9 | -7 | 4 | -4.0 | 5 | -5 | 8
C#Cc1ccc([C@H]2C=C(C(=O)NCc3ccccc3)O[C@@H](OCc3ccc(CO)cc3)C2)cc1 | 0 | -7.0 | -10 | 0.7 | -3 | -5 | -1.8 | -8 | . | 0
Cc1ccccc1-c1ccc2n1Cc1cnnn1-c1ccccc1-2 | 11 | -2.2 | 6 | . | 1 | . | 0.3 | -7 | . | -9
CCOC(=O)CC(=O)CSc1nc(C)nc2c1oc1ccccc12 | 8 | -4.4 | -5 | 1.6 | -12 | 3 | -0.6 | 14 | 16 | -5
COc1cccc(-c2cc(C(=O)NCCc3ccccc3)no2)c1 | 2 | -0.3 | -5 | 3.3 | -7 | 8 | -0.4 | 15 | -14 | 8
CCCCNC1CCS(=O)(=O)C1 (stereo not drawn) | 1 | 0.8 | -2 | -0.2 | -18 | 6 | 1.0 | 4 | 0 | -12
O=C(NCc1ccco1)c1cc2ccccc2c(=O)o1 | 6 | -3.5 | 1 | -0.9 | 13 | 1 | . | 1 | 5 | -4
O=C(Oc1ccc(-n2cnnn2)cc1)c1ccccc1 | 1 | -1.1 | 4 | 3.4 | -3 | -1 | . | 2 | 2 | -7
COc1cccc2sc(N3CCN(C(=O)c4cccs4)CC3)nc12 | -1 | -2.0 | -11 | -1.1 | 2 | 4 | 5.4 | 5 | . | .
CCN(CC)S(=O)(=O)c1ccc(N2CCN(C)CC2)c(NC(=O)c2cc(=O)c3ccccc3o2)c1 | 3 | 0.1 | 12 | 2.6 | 9 | -1 | 0.4 | -3 | 12 | -3
COc1ccc(/C(CC2OC(=O)c3ccccc32)=N\NC(N)=O)cc1 (stereo not drawn) | -2 | -1.4 | 4 | 0.0 | 3 | 6 | . | 9 | 30 | -1
O=C(Cn1nnc(-c2ccccc2Cl)n1)N1CCCCC1 | 1 | -4.2 | 8 | 0.0 | -15 | -2 | -0.9 | -6 | -23 | -48
O=C1C2C3CC(C(Br)C3Br)C2C(=O)N1CC1CCCO1 (stereo not drawn) | -1 | -1.5 | 2 | -1.9 | -13 | 4 | -0.6 | 2 | 21 | ?
CNC(=S)Nc1ccccc1-c1ccccc1 | 2 | -2.8 | -6 | -0.4 | -15 | -2 | . | 13 | 14 | -2
COc1ccc(OC)c(NS(=O)(=O)c2ccc(NC(=O)c3ccc(NS(C)(=O)=O)cc3)cc2)c1 | -2 | -10 | -1 | -1.2 | -1 | -23 | . | 6 | -7 | -8
C=CCOC(=O)C1=C(C)OC(N)=C(C#N)C1c1ccccc1F (stereo not drawn) | 1 | 0.1 | 1 | 0.1 | 18 | -12 | -2.9 | 9 | 29 | 3
CNC(=O)c1cc2c(=O)n3cc(C)ccc3nc2n(C(C)C)c1=N | + | -1.2 | -7 | 1.0 | -24 | 3 | -0.1 | 11 | 0 | -10
Cc1ccc(N2CN(CCC3=CCCCC3)CNC2=S)cc1 | 4 | -1.7 | 1 | 0.1 | -17 | 11 | 0.9 | -8 | 13 | 2
CCOC(=O)c1ccn(-c2nc(-c3ccco3)cc(C(F)(F)F)n2)n1 | 11 | -0.3 | 0 | -0.5 | -8 | -4 | 14 | 35* | 11 | -2
NC(=O)c1ccc(C(=O)N/N=C/c2cccc(Oc3ccccc3)c2)cc1 | 5 | -1.0 | -1 | 0.5 | 5 | . | -0.5 | -9 | 91 | 10
COc1cccc(/C=N/NC(=O)c2[nH]nc3c2CCc2ccccc2-3)c1O | 3 | 0.0 | 160* | 5.0 | . | -16 | . | 17 | 9 | -1
CCOC(=O)CN1C(=O)C(CC)Oc2ccc(Cl)cc21 (stereo not drawn) | -6 | -1.7 | -3 | 0.5 | 1 | 8 | -0.8 | -13 | 18 | -5
O=[N+]([O-])c1ccc(COc2ccc(-c3[nH]ncc3-c3ccc(Cl)cc3)c(O)c2)cc1 | 0 | -0.9 | 2 | -0.3 | 21 | -5 | -0.7 | 12 | 0 | -5
Nc1ncnc(Sc2ccc(Cl)cc2)c1[N+](=O)[O-] | 1 | -3.4 | 3 | 0.3 | -13 | 2 | . | 3 | 0 | 4
CCOC(=O)CC(NC(=O)Cn1nnc(-c2ccccc2)n1)c1ccc(OC)cc1 (stereo not drawn) | -2 | -1.5 | 1 | -1.3 | 15 | -3 | . | -1 | 18 | -2

A few values from the entries so far:
Value of CCOC(=O)CC(=O)CSc1nc(C)nc2c1oc1ccccc12 under CCHF vOTU inh: -12
Value of Cc1ccc(N2CN(CCC3=CCCCC3)CNC2=S)cc1 under Mtb FBA inh: 4
Value of NC(=O)c1ccc(C(=O)N/N=C/c2cccc(Oc3ccccc3)c2)cc1 under BioA inh: -0.5
Value of O=C(Nc1ccc2c(c1)OCO2)c1nn(-c2ccccc2)c(=O)c2ccccc12 under FadD28 binding: 0.4
Value of CCOC(=O)CN1C(=O)C(CC)Oc2ccc(Cl)cc21 (stereo not drawn) under BoNT F protease: -5

No new results follow: entries from further up.
SMILES | Mtb FBA inh | FadD28 binding | MazF activator | Mtb UGM inh | CCHF vOTU inh | Rv3671c protease | BioA inh | GDH-TPI counter | DUSP3 inh | BoNT F protease
O=C(Nc1ccc2c(c1)OCO2)c1nn(-c2ccccc2)c(=O)c2ccccc12 | -2 | 0.4 | 9 | 0.9 | -7 | 4 | -4.0 | 5 | -5 | 8
C#Cc1ccc([C@H]2C=C(C(=O)NCc3ccccc3)O[C@@H](OCc3ccc(CO)cc3)C2)cc1 | 0 | -7.0 | -10 | 0.7 | -3 | -5 | -1.8 | -8 | . | 0

Next entries follow:
SMILES | Mtb FBA inh | FadD28 binding | MazF activator | Mtb UGM inh | CCHF vOTU inh | Rv3671c protease | BioA inh | GDH-TPI counter | DUSP3 inh | BoNT F protease
O=C(c1ccccc1Cl)N1CCSCC1 | 3 | -0.9 | -14 | 0.6 | -7 | -7 | -0.5 | -3 | 20 | .
N#C/C(=N\Nc1ccccc1)C(=N)N1CCCCCC1 | -4 | -3.5 | 1 | 2.6 | 5 | 3 | . | 8 | 16 | ?
C=CCc1cccc(CNc2ccc(S(=O)(=O)Nc3nccnc3OC)cc2)c1O | -1 | 0.1 | -3 | 1.8 | -12 | -4 | . | 9 | 3 | -2
O=C(NCCCN1CCOCC1)c1cc(C(=O)C2CC2)c[nH]1 | -1 | -3.4 | -3 | -0.2 | -5 | -6 | -1.4 | -2 | 33 | 8
CN(C)c1ccc(Cl)cc1N | -1 | -1.3 | -2 | 0.7 | 3 | -3 | . | 5 | 17 | 4
O=C(CCN1C(=O)[C@@H]2Cc3ccccc3CN2C1=O)NCCc1ccccc1 | -7 | -1.6 | 6 | 3.2 | -6 | 8 | -1.1 | -11 | -12 | 10
CC(=O)Nc1ccc(S(=O)(=O)N2CCSC2c2ccccc2Cl)cc1 (stereo not drawn) | -3 | -20 | 2 | 0.4 | 5 | -16 | 0.5 | -6 | 10 | 7
CCCCCCOc1ccc(C(=O)O)cc1 | 4 | -4.1 | 7 | 1.0 | 4 | 1 | -1.3 | -17 | -8 | 0
COc1ccc(C[C@@H]2CN3C(=NC[C@@H]3C)N2CCNC(=O)c2ccc(C)c(Br)c2)cc1 | 6 | -0.9 | 16 | 0.9 | -12 | -3 | -4.2 | 12 | 21 | -8
C=CCN(CC=C)C(=S)NC(=O)/C=C/c1ccc(C)cc1 | -2 | -1.1 | 4 | 0.4 | 1 | 6 | -0.8 | 1 | 5 | -4
CN(C)/C=N/c1c(C#N)cnn1-c1ncnc2sc(-c3ccccc3)cc12 | 0 | -8.5 | -3 | 2.9 | 4 | -4 | 2.2 | 13 | 0 | -2
CCC(=O)OC1(C)C(=O)C2=COC(c3ccc(OC)cc3)=CC2=C(Br)C1=O (stereo not drawn) | -1 | 1.2 | -28 | -0.4 | 17 | -5 | 1.1 | 22 | 30 | -3
CCN(CC)S(=O)(=O)c1cc(C(=O)Nc2ccncc2)ccc1Cl | 3 | 0.0 | 5 | 1.2 | -5 | -7 | -1.7 | 0 | 3 | 2
Cc1c(Cl)cccc1NC(=S)NCCc1ccc(Cl)cc1 | -2 | -5.0 | -5 | 0.6 | 6 | 1 | -0.6 | 4 | -8 | ?
Cc1ccc(C)c(N2C(=O)CC(Cc3ccc(Cl)cc3)C2=O)c1 (stereo not drawn) | -1 | -0.5 | 14 | -1.3 | 13 | 7 | -0.6 | 11 | -5 | .
Cc1cccc(S(=O)(=O)N(C)C[C@H]2OCc3cnnn3CCCC(=O)N([C@H](C)CO)C[C@@H]2C)c1 | -2 | -3.7 | 0 | . | 12 | . | -0.2&0.3 | 2 | . | 7
COc1ccc(Br)cc1/C=C/C(=O)NC(=S)Nc1ccc(Cl)c(C(=O)O)c1 | -3 | -4.6 | -2 | 1.8 | 3 | -17 | . | 2 | 23 | -2
Cn1nnnc1Sc1ncnc2scc(-c3cccc(F)c3)c12 | 6 | 0.6 | -2 | -1.1 | 13 | -3 | -3.5 | 8 | . | 3
COc1ccc(S(=O)(=O)N(C)C[C@H]2Oc3ccc(NC(=O)Cc4cn(C)c5ccccc45)cc3C(=O)N([C@@H](C)CO)C[C@@H]2C)cc1 | -4 | -3.5 | -10 | -3.2 | -2 | -14 | -0.7&-1.4 | 12 | . | 5
OC(c1ccc2ccccc2n1)c1c(Cl)cccc1Cl (stereo not drawn) | -1 | -2.3 | 11 | . | 12 | . | -1.0 | 11 | . | -1
Cc1cc2ncn(C(=O)N3CCOCC3)c2cc1C | -1 | 0.4 | -2 | -2.3 | 9 | 6 | -1.6 | -4 | -6 | -2
CC(=O)Nc1ccc(NC(=O)COc2ccc(S(=O)(=O)N3CCCC3)cc2C)cc1 | 2 | -3.2 | 9 | -0.9 | -2 | -4 | -1.0 | -3 | 26 | -2
S=C(Nc1ccc(Cl)cc1)Nc1ccc2c(c1)OCCO2 | 1 | -4.1 | 4 | 0.5 | -6 | . | 0.5 | -10 | 19 | 8
COc1ccccc1CNC(=S)NCc1ccc(Cl)cc1 | 2 | 0.1 | 4 | 1.9 | 0 | -6 | -1.3 | 8 | 14 | 20
O=C1COc2ccccc2CN1 | -3 | -3.8 | 2 | . | -6 | -2 | -1.4 | -2 | 19 | 4

The list goes on.
SMILES | Mtb FBA inh | FadD28 binding | MazF activator | Mtb UGM inh | CCHF vOTU inh | Rv3671c protease | BioA inh | GDH-TPI counter | DUSP3 inh | BoNT F protease
Cc1ccccc1SCC(=O)NNC(=O)c1ccncc1 | -1 | . | -3 | 2.4 | 3 | -3 | -0.5 | 6 | . | 6
CO/N=C(/CS(=O)Cc1ccc(Cl)cc1)c1ccc(Cl)cc1 (stereo not drawn) | 4 | -1.3 | -2 | -0.2 | -8 | 4 | -1.0 | 3 | 7 | -20
CC(=O)c1ccccc1OC(=O)COc1ccc([N+](=O)[O-])cc1 | -4 | -0.1 | -9 | 1.6 | 1 | -1 | -1.6 | 30 | 11 | 8
CN(C)CCCN1C(=O)C2CCc3[nH]c4ccccc4c3C2C1=O (stereo not drawn) | 7 | -0.6 | 21 | -1.0 | -4 | 0 | -0.9 | 4 | -11 | -5
Cc1cc(-c2nnc(SCC(=O)NC3CCCC3)o2)no1 | 3 | -0.3 | 1 | -1.8 | -13 | -1 | -0.4 | 3 | 14 | -10
O=c1c(-c2ccccc2)coc2c(CN3CCOCC3)c(O)ccc12 | 36* | -2.6 | 3 | 0.4 | -13 | 8 | 1.2 | 15 | -10 | 4
COc1ccc(NS(=O)(=O)NC(=O)c2c[nH]c3ccccc23)cc1 | 0 | 1.3 | 9 | -1.3 | 4 | -6 | -1.6 | 1 | -26 | -2
CC(=O)Nc1c(O)nc(SCC(=O)N2CCCCC2)[nH]c1=O | 2 | -0.5 | 10 | 2.3 | -9 | 6 | -1.1 | 5 | . | 13
CC1CCc2nc(NC(=O)CCSc3ccccc3)sc2C1 (stereo not drawn) | 0 | -2.3 | -15 | 0.1 | -1 | -5 | -2.8 | 0 | 15 | -3
Cc1cccc(C)c1NC1=C(Cl)C(=O)OC1OC(=O)c1ccccc1 (stereo not drawn) | 6 | -7.7 | 7 | -2.0 | 5 | 0 | . | -1 | -5 | -5
